# Compound activity deposited in PubChem by several laboratories.
# OX1R FRET antag: blocks the human orexin 1 receptor | O43613 | OX1R-expressing cells, FRET antagonist read-out | inhibition, % at 6.6 µM | 1.8% of 330,000 active | AID 485270; in the data active means inhibition mostly above about 38%, no sharp cut-off; inactive means mostly below about 40%;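 further: 0% = agonist challenge alone and 100% = reference antagonist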
# Target sequence (O43613 whole entry, looked up): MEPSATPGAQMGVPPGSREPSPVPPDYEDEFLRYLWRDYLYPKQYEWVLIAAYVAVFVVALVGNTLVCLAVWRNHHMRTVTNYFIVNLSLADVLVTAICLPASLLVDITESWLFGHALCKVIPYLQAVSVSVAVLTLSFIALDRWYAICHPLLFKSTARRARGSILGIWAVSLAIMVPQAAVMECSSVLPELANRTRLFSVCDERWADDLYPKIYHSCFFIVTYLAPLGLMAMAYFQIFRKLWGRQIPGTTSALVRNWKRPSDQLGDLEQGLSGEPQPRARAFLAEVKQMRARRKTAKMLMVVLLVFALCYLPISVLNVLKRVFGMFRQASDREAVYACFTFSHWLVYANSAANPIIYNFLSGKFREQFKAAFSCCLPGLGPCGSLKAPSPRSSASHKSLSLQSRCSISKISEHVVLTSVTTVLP
# STK33 kinase inh: inhibitors of human STK33 kinase; Q9BYT3; purified STK33, MBP phosphorylation, ADP-Glo luminescence; inhibition, % at 10 µM; 0.073% of 320,000 active;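 active means inhibition at or above 25%, using the most active replicate where run in duplicate; inactive means inhibition below 25%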
# Target sequence (Q9BYT3 whole entry, looked up): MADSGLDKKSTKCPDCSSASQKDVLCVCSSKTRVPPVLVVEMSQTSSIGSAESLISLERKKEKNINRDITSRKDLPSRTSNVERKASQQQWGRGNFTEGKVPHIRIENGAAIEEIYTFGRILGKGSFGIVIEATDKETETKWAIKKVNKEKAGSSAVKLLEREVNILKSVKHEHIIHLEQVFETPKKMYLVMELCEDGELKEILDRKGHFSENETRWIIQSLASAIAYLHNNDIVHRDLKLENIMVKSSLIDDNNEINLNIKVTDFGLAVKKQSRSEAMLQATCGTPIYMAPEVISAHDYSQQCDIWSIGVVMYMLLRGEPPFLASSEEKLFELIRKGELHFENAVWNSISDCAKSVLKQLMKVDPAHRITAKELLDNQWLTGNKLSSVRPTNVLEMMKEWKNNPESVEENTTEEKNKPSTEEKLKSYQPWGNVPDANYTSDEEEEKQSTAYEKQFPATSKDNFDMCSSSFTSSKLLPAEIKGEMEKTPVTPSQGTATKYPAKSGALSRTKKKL
# * = called active by the depositor; x = no result given.
SMILES,OX1R FRET antag,STK33 kinase inh
CC(C)CCNC(=O)CCCn1c(=O)[nH]c2ccc(Br)cc2c1=O,8.8,0.4
c1ccc(-c2cc(N3CCCCC3)nc(-c3ccccc3)n2)cc1,5.1,-0.4
CCN(CC)S(=O)(=O)c1ccc(OC)c(NC(=O)COc2ccc3c(C)cc(=O)oc3c2)c1,-5.1,-2.2
CCN=c1scc(C)n1/N=C/c1cc(Br)c(O)c(OC)c1,27.2,0.7
Cc1cc(S(=O)(=O)NC2CCCCC2)ccc1-n1cnnn1,19.1,0.0
O=C(c1oc(=O)c2ccccc2c1-c1ccccc1)N1CCC(O)CC1,23.6,0.3
CCOc1ccc2nc(SC3CC(=O)N(c4ccc(OC)cc4OC)C3=O)sc2c1 (configuration not stated),7.1,-2.3
O=C(NC1CC2CCCC(C1)N2C(=O)Nc1ccccc1Cl)C1CC1 (configuration not stated),9.8,-1.7
Cc1ccc(Cn2c(C)c3cnn(CC(=O)NC4CCCC4)c(=O)c3c2C)cc1,6.0,-1.6
CCCCNC(=O)CSc1nc(N)c(C(=O)Nc2ccc(OC)cc2)s1,9.3,-0.2
Cn1c(N)c(C(=O)COC(=O)/C=C/c2ccc(Cl)c(Cl)c2)c(=O)n(C)c1=O,6.2,-0.4
COc1cccc(-c2cn3nc4c(nc3n2)CCCC4)c1,38.9,0.5
O=C(COc1ccc(/C=N/NS(=O)(=O)c2ccccc2)cc1)NCc1ccccc1,15.7,-0.8
O=C(CCCSc1nc2ccccc2[nH]1)Nc1ccccc1,17.6,-0.7
CC(=O)Nc1c(C(=O)O)oc2ccc(Cl)cc12,18.7,1.4
COC(=O)c1ccccc1N/C=C1\CCc2c(c(C)nn2-c2ccccn2)C1=O,15.5,-0.4
CCOC(=O)C1=C(N)Oc2c(c(=O)[nH]c3ccccc23)C1c1ccccc1 (configuration not stated),12.8,-0.4
O=C(N/N=C/c1ccc(OC2CSC2)cc1)c1ccc(CN2CCOCC2)cc1,9.6,0.7
C=CC[N@@+]12CC[C@]34c5ccccc5N5/C=C6\C7N(/C=C(\C53)[C@@H](C[C@@H]41)/C(=C/CO)C2)c1ccccc1[C@@]71CC[N@@+]2(CC=C)C/C(=C\CO)[C@@H]6C[C@@H]12 (some centres not stated),1.6,0.8
CC1=C(CC(=O)O)c2cc(F)ccc2/C1=C/c1ccc(S(C)=O)cc1 (configuration not stated),23.5,0.5
N#CC1(NC(=O)COC(=O)c2ccccc2[N+](=O)[O-])CCCCC1,22.0,0.5
CC(NC(=O)C1CCC1)c1ccc(Cl)cc1 (configuration not stated),-0.1,-0.5
N#Cc1ccc(S(=O)(=O)N2CCN(CC(=O)Nc3ccccc3C(=O)NC3CC3)CC2)cc1,6.1,2.7
CCCC(=O)Nc1ccc(Cl)c(-c2nc3ncccc3o2)c1,4.5,0.7
CN1CCN(Cc2nc3c(c(=O)n(C)c(=O)n3C)n2CCCc2ccccc2)CC1,1.4,-1.7

# Next part:
SMILES,OX1R FRET antag,STK33 kinase inh
COc1ccc(C(=O)n2c(C)c(CCO)c(=O)n2C)cc1,6.7,-0.5
Cc1ccc(OCC(=O)c2c(O)c3ccccc3oc2=O)cc1C,39.3,0.5
COc1ccc(C(=O)Nc2nc(C)cs2)cc1S(=O)(=O)N1CCCC1,25.0,1.9
O=C(CN1C(=O)c2cccc3cccc(c23)C1=O)N1CCN(c2ccccn2)CC1,9.0,-2.1
CC(Sc1nc2ccccc2c(=O)n1C)C(=O)N(C)C1CCCCC1 (configuration not stated),33.1,1.7
Cc1ccc(-c2nnn(CC(=O)N3C(C)CCCC3C)n2)cc1 (configuration not stated),-7.7,-1.2
O=C(N/N=C/c1ccc(O)c([N+](=O)[O-])c1)C1CC1(c1ccccc1)c1ccccc1 (configuration not stated),41.8,-1.6
COc1cnc(-c2ccccc2)nc1Oc1cccc(C)c1C,13.4,-0.6
CCOC(=O)c1ccc(-n2c(C)nc3ccccc3c2=O)cc1,10.7,-4.7
CCOC(=O)c1c(NC(=O)CSc2nnc(-c3ccccc3C)n2C)sc(C(C)=O)c1C,16.6,3.8
CCN(CC)C1=N/C(=C\c2ccc(OC)cc2)C(=O)N1c1ccccc1,22.7,x
O=C(O)C(C(=O)O)=C1C2CC3CC(C2)CC1C3,3.5,-0.8
CC(C)NC(=O)CN1CCN(c2ncccn2)CC1,-1.7,0.4
O=C(Oc1ccc2ccccc2c1)c1cncc(Br)c1,27.2,-2.0
CCC1CN(C(=O)N2CCC(C(=O)NCCc3ccc(OC)cc3OC)CC2)c2ccccc2O1 (configuration not stated),12.1,-0.3
O=C(C1CC1)N1CCN=C1SCc1ccc(F)cc1,14.2,-0.3
CCOc1ccc(NC(=S)NC23CN4CN(CN(C4)C2)C3)cc1,1.2,-1.3
O=C1N(Cc2cccnc2)C[C@@H]2C[C@@H](c3ccc(C(F)(F)F)cc3)N3CCC[C@@]123,20.1,0.0
CCOc1ccccc1N1CC(C(=O)N(C)Cc2cccnc2)CC1=O (configuration not stated),24.4,-0.9
COc1ccc(-c2nnc(SCC(=O)N3CCN(c4ccccc4)CC3)o2)cc1OC,5.8,0.0
Cc1ccc(CN2CC(C(=O)N3CCN(S(=O)(=O)c4ccc(C(C)C)cc4)CC3)CC2=O)cc1 (configuration not stated),9.9,-0.4
CCc1ccccc1NC(=O)c1ccc(-n2c(C)ccc2C)cc1,8.2,3.2
O=C(COC(=O)CSc1ccc2ccccc2c1)NC1CC1,11.1,0.4
CCC(=O)Nc1ccc(N2CCCCC2)c(C(=O)Nc2ccc(OC)cc2)c1,12.0,-0.5
CCCCOc1ccc(-c2ncc(Cl)cn2)cc1,20.1,-2.0

# New compounds follow
SMILES,OX1R FRET antag,STK33 kinase inh
Cc1ccc(S(=O)(=O)CCSc2nc(C)cc(C)c2C#N)cc1,15.7,-0.8
COC(=O)CSc1nc(C)c(Oc2ccccc2)c(=O)[nH]1,14.2,0.1
COc1ccc(/C=C/C(=O)Nc2ccccc2C(=O)NCC(c2ccc(OC)cc2)N(C)C)cc1 (configuration not stated),2.9,2.1
Cc1ccc(C(=O)NCC(=O)N2CCN(c3ccccc3)CC2)cc1,0.3,-0.5
N#C/C(=C\c1ccc(O)c(O)c1)S(=O)(=O)c1ccccc1,24.6,1.6
COc1cc2ccccc2cc1C(=O)Nc1cccnc1,17.7,8.0
CN(C(=O)COC(=O)c1cccc(Cl)c1)C1CCS(=O)(=O)C1 (configuration not stated),4.4,0.0
Cc1nc2ccccc2c2oc(C(=O)N3CCCC(C)C3)cc12 (configuration not stated),9.0,1.5
NC(=O)c1ccsc1NC(=O)c1ccc([N+](=O)[O-])o1,33.7*,0.2
CCc1ncc(/C=C2\C(=O)Nc3ccccc32)[nH]1,1.1,48.5*
Nc1ncc(Br)cc1N=Cc1ccccc1,32.1,1.2
COc1ccc(N2CCSC2C(=O)NN)cc1 (configuration not stated),13.5,-1.2
O=C(c1ccccc1SCc1ccccc1)N1CCCCCC1,17.5,-0.3
O=C(c1ccccc1)N1CCN(C(=O)c2nn3c(C(F)(F)F)cc(-c4ccccc4)nc3c2Br)CC1,26.3,-0.1
Cc1cc(NC(=O)CN2C(=O)NC(C)(c3ccc(OC(F)F)cc3)C2=O)no1 (configuration not stated),-2.8,0.0
Cc1cnc(NC(=O)CCN2C(=O)C3CCCCC3C2=O)s1 (configuration not stated),5.5,-1.7
CCCCn1c(=O)c(-c2ccccc2)c(O)c2ccccc21,6.3,0.0
Cc1cccc(OCC(=O)N2CCN(C(=O)c3ccco3)CC2)c1,19.2,-1.8
O=C1C=C(c2ccccc2)OC(c2ccccc2)O1 (configuration not stated),9.6,-1.5
Cc1ccc(CNC(=O)C2CCCN(c3nc4ccsc4c(=O)s3)C2)cc1 (configuration not stated),9.3,1.0
CC(C)(C)NC(=O)CN(Cc1cccs1)C(=O)c1csnn1,9.5,-1.2
Cc1csc(SCC(=O)Nc2cc([N+](=O)[O-])ccc2F)n1,8.8,-0.5
CC1(C)CC(=O)C(C=Nc2ccc3[nH]ncc3c2)=C(O)C1,6.0,6.0
Cc1ccc2nc(-c3cccnc3SCC(=O)N3c4ccccc4CC3C)[nH]c2c1 (configuration not stated),12.2,-0.3
COc1ccccc1Oc1ccnc2cc(Cl)ccc12,16.9,-2.6

# Other records:
SMILES,OX1R FRET antag,STK33 kinase inh
O=C(NCCc1ccccc1)C(=O)c1c(-c2ccccc2)cc2ccccn12,21.9,-1.8
COc1ccc(/C=C(/NC(=O)c2ccccc2)C(=O)NC(Cc2c[nH]c3ccccc23)C(=O)O)cc1 (configuration not stated),x,-0.9
C=CCOn1c(C)c(C(C)=O)c2c3nonc3ccc21,36.1,1.5
Cc1ccccc1CNC(=O)c1ccccc1NS(C)(=O)=O,105.3*,1.4
CC(C)(C)c1ccc(C2=CC(c3ccccc3F)n3ncnc3N2)cc1 (configuration not stated),9.9,2.5
COc1ccc(-c2cc(-c3n[nH]c(=S)n3-c3ccccc3OC)[nH]n2)cc1,-1.1,-1.4
COc1cccc2cc(C(=O)NC3CC4CCC3C4)oc12 (configuration not stated),15.6,0.2
O=C(Cc1ccccc1[N+](=O)[O-])OCN1C(=O)c2ccccc2C1=O,10.3,-1.6
O=C(Nc1cccc(C(F)(F)F)c1)c1cnccn1,13.3,-5.5
NC(=O)NC(CC(=O)N1CCc2ccccc2C1)c1ccc(Cl)cc1 (configuration not stated),32.2,-0.6
O=C(NCc1ccc2c(c1)OCO2)c1cccc(C(=O)NCc2ccc3c(c2)OCO3)c1,22.8,-1.8
CC(C)(C)NC(=O)C(c1ccc(Cl)cc1)N(Cc1ccco1)C(=O)CCl (configuration not stated),10.3,-0.9
CC(C)Cc1nc2oc3c(Cl)ncnc3c2c2c1CCC2,5.5,-0.4
CC(=O)c1ccccc1NC(=O)CSc1nnc(Cc2csc(C)n2)o1,14.0,0.0
CCC(C)[C@H](NC(=O)Nc1ccccc1F)C(=O)OC (some centres not stated),7.8,-0.2
COc1ccc(C2=CC3=C(Br)C(=O)C(C)(OC(=O)C4CCCC4)C(=O)C3=CO2)cc1 (configuration not stated),19.4,0.6
CCOC(=O)c1sc(=NC(=O)c2cc(OC)c(OC)c(OC)c2)n(C)c1C,2.0,0.9
O=C(COc1ccccc1Cl)Nc1ccccc1C(=O)N1CCCCC1,17.2,-1.2
CCCn1ncc(CN2CCC(CO)(CC3CCCCO3)CC2)c1C (configuration not stated),17.1,-0.1
COCCNC(=O)C(c1ccco1)N(Cc1ccc(OC)cc1)C(=O)Cn1nnc2ccccc21 (configuration not stated),18.7,1.1
S=c1[nH]nc(-c2ccncc2)n1Cc1ccccc1,0.8,-0.8
COc1cccc2cc(C(=O)N(C)C)c(=O)oc12,6.6,-0.6
Fc1ccc(Nc2cccc3nccnc23)cc1,15.1,-1.0
Cc1oc(-c2ccccc2)cc1C(=O)Nc1cccc(C(=O)O)c1,-2.6,0.7
O=C(c1cc2cc3ccc(Cl)cc3nc2o1)N1CCCCCC1,10.6,3.2

# New compounds follow.
SMILES,OX1R FRET antag,STK33 kinase inh
COc1ccc(C(=O)Nc2cc(OC)cc(OC)c2)cc1,10.8,1.6
CCOCCCN(C)C1CCN(C(=O)c2oc3ccccc3c2NC(=O)c2ccc([N+](=O)[O-])cc2)CC1,19.2,-0.3
COc1ccc(NC(=O)C(CC(=O)O)C(C)c2ccccc2)cc1 (configuration not stated),6.6,-1.5
NC(=O)c1ccsc1NC(=O)CS(=O)(=O)c1ccc(Cl)cc1,22.4,3.7
CC1CCCC(C)N1C(=O)COc1ccc([N+](=O)[O-])cc1Cl (configuration not stated),4.6,-0.5
COCCNC(=O)c1ccc(NS(C)(=O)=O)cc1,9.9,-0.3
CC(C)[C@H](NC(=O)c1ccco1)C(=O)OCC(=O)NC12CC3CC(CC(C3)C1)C2,10.1,x
COc1ccc(C(=O)N(C)CC2CCN(CCc3cccc(C(F)(F)F)c3)CC2)cc1C,15.5,-2.0
CC(=O)Nc1ccc(S(=O)(=O)N(C)CC(=O)OCC(=O)Nc2cccnc2Cl)cc1,8.1,-1.9
COc1cc(C(=O)Nc2ccc3c(c2)OCCO3)ccc1OC(F)F,13.9,0.6
CCOC(=O)c1oc2ccccc2c1NC(=O)CCl,12.5,-0.6
COc1ccc(-c2noc(CSc3nc4sc(C)c(C)c4c(=O)n3-c3ccccc3)n2)cc1OC,0.9,-0.8
CCCc1nnc(NC(=O)c2ccc([N+](=O)[O-])cc2)s1,14.9,-1.3
O=C(CN1C(=O)CCC1=O)Nc1nc(-c2ccccn2)cs1,10.6,-1.1
COc1ccc(C(=O)Nc2ccnn2C2CCN(C(=O)c3cccnc3)CC2)cc1,4.9,-2.7
Cc1cccn2cc(CNS(=O)(=O)c3cccc(F)c3)nc12,9.4,0.0
